Screening data (PubChem BioAssay)
Myeloid diff MLP: induction of myeloid progenitor differentiation, primary screen, cell-based, flow cytometry, MLPCN library. 360,000 compounds, 1% hits. AID 624256, 2012. ER-HoxA9 myeloid progenitors, lysozyme-GFP differentiation. calls only at 10 µM;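 active = normalized GFP-positive differentiation at or above the plate's own cutoff, the solvent-only control mean plus 3 SD; inconclusive = no clear call, values can overlap the other calls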;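 also: cells exposed to compound for four days before flow analysis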
T cell HTS: modulators of CD8 T cell-vesicle binding, primary screen, mouse 2C CD8+ T cells, flow cytometry | calls only at 7 µM | 330,000 compounds, 0.068% hits | AID 2052, 2009 | 2C CD8+ T cell-vesicle binding; stronger effect = lower value;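 active = response, share of CD8 T cells binding vesicles, and their 90th percentile fluorescence all below set limits, cut at about 80% in these data, passing the limit was not always enough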
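Assay system – 2C mouse CD8+ T cells · Also added – QL9-loaded Drosophila micro-vesicles · Timing – Cell–vesicle co-incubation 1.5 h at 37 °C, staining 20 min on ice · Signal – flow cytometry of vesicle-bound cells · Measure – percent CD8+ FL2 mean versus row control · Controls – Peptide-free naked vesicles (low) and QL9 vesicles with 0.7% DMSO vehicle (high)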
T cell HTS vesicle-bound %: second read-out of T cell HTS, no call of its own (marks repeat the call); double positive events, %; measured here: CD8+ vesicle-bound cell fraction;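 binding gate set so that unloaded-vesicle control wells show 10% double positive cells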
Myeloid diff MLP GFP+ MAC1+ %: second read-out of Myeloid diff MLP, no call of its own (marks repeat the call); GFP+ MAC1+ double positive, %; measured here: differentiation confirmed by MAC1 staining
Active calls of the source: *; i = inactive; ? = inconclusive; / = no result given; + = active, no number. Only part of the results is shown. The share of hits here may be higher or lower than overall.

Structure	Myeloid diff MLP	T cell HTS vesicle-bound %	Myeloid diff MLP GFP+ MAC1+ %	T cell HTS
COC(=O)[C@]1(Cc2ccccc2)N[C@H](c2ccc(SC3CCCCC3)c(OC)c2)[C@@H]2C(=O)N(C)C(=O)[C@@H]21	i	9	0.9	i
CCN(C[C@H]1N[C@@](Cc2ccccc2)(C(=O)OC)[C@H]2C(=O)N(C)C(=O)[C@@H]12)C(=O)COc1ccccc1	i	35	2.5	i
COC(=O)C[C@H](NC(=O)Cn1cnc2c(OCc3ccccc3)ncnc21)C(=O)OC	i	9	0.4	i
CCOc1ccc(NC(=O)CN2C(=O)NC3(CCCCCC3)C2=O)cc1	i	42	0.2	i
CC(=O)Nc1ccc(C(=O)COC(=O)c2cc(C)oc2C)c(F)c1	i	38	1.3	i
COc1cc2ncnc(NCc3ccc(F)cc3)c2cc1OC	i	48	0.4	i
CCOC(=O)C1CCN(C(=O)c2cc(CN3C(=O)c4ccccc4C3=O)ccc2OCC)CC1	i	30	1.1	i
COc1ccc(/C=C/C(=O)OCC(=O)NC(C)CCc2ccccc2)cc1OC (centres undefined)	i	45	0.2	i
CN(CCCC(=O)O)c1ccc(N=Nc2ccc([N+](=O)[O-])cc2)cc1	i	45	0.5	i
COC(=O)c1sc(NC(=O)CSc2nc3nc(C)cc(C)n3n2)c(C(=O)OC)c1C	i	22	0.5	i
CN(C)c1nc(N)c(C(=O)N=C(N)N)nc1Cl	i	25	0.5	i
CCn1c(C)cc(C(=O)COC(=O)c2cccnc2SC)c1C	i	16	0.5	i
CC(C)(O)c1ccccc1CC[C@@H](SCC1(CC(=O)O)CC1)c1cccc(/C=C/c2ccc3ccc(Cl)cc3n2)c1	i	14	2.8	i
COc1ccc(S(=O)(=O)N2CCCCCC2)cc1C(=O)N(C)CC(=O)Nc1ccccc1C(F)(F)F	i	35	0.3	i
COc1ccc(C=NNc2ccc([N+](=O)[O-])cc2S(=O)(=O)Nc2ccccc2C(=O)O)cc1OC	i	39	1.0	i
COc1ccc(SC[C@H](Cc2ccccc2)N2CC[C@@H](C(C)(C)C)CCC2=O)cc1	i	20	4.1	i
NC(=O)c1ccccc1NS(=O)(=O)c1ccc(S(=O)(=O)N2CCCC2)cc1	i	29	0.4	i
O=C(OCC(=O)N1CCN(Cc2ccccc2)CC1)c1cc(Cl)ccc1[N+](=O)[O-]	i	37	1.8	i
CCC(C)Sc1ccc([C@H]2N[C@@](Cc3ccccc3)(C(=O)OC)[C@H]3C(=O)N(CC)C(=O)[C@@H]23)cc1 (some centres undefined)	i	15	0.5	i
CN(CC(=O)Nc1ccc(F)cc1)C(=O)C1CCCC1	i	12	0.8	i
CN(C)c1cc(-c2cccc(C(F)(F)F)c2)oc(=O)c1Cl	i	39	0.1	i
COc1ccccc1C(=O)NC(CCSC)C(=O)NCc1ccccn1 (centres undefined)	i	42	0.8	i
COc1ccc(S(=O)(=O)N2CCCCCC2)cc1C(=O)N(C)Cc1cccc(OC)c1OC	i	42	1.3	i
COc1ccc2c(c1)[C@@H]1[C@H](CO2)[C@H](c2ccccc2)[C@]2(C)C(=O)Nc3ccc(C)cc3C(=O)N12	i	20	2.6	i
CCCn1nc(C(=O)N2CCN(c3ccccn3)CC2)c2ccccc2c1=O	i	22	0.8	i
O=C(CCNS(=O)(=O)c1ccc(Br)cc1)N1CCCCCCC1	i	33	1.1	i
Nc1nc(COC(=O)C2CC(=O)N(Cc3ccccc3)C2)nc(Nc2ccccc2)n1 (centres undefined)	i	30	0.8	i
C=CC[C@@H](CC(=O)NCCO)C(=O)NCCOC(=O)[C@@H](CC=C)Cc1ccc(F)cc1	i	12	1.8	i
CC(=O)c1c(C)[nH]c(C(=O)OCC(=O)c2ccc3c(c2)NC(=O)CO3)c1C	i	33	0.4	i
C/C=C1\COC(C(=O)NCc2ccccc2)(C(F)(F)F)C=C1C=C1CCCCC1 (centres undefined)	i	41	2.1	i

The list continues:
Structure	Myeloid diff MLP	T cell HTS vesicle-bound %	Myeloid diff MLP GFP+ MAC1+ %	T cell HTS
Cc1ccc(S(=O)(=O)N2CCCCC2CCNC(=O)C(=O)NCc2ccccc2)cc1 (centres undefined)	?	33	/	i
CN(CC(=O)Nc1ccc(Cl)c(C(F)(F)F)c1)C(=O)Cc1c[nH]c2ccccc12	i	42	0.6	i
CCC(C(=O)Nc1ccc(N2CCOCC2)c(S(=O)(=O)Nc2ccccc2OC)c1)c1ccccc1 (centres undefined)	i	24	0.9	i
Cc1cc(C)n2nc(SCC(=O)NC(=O)c3ccccc3)nc2n1	i	8	1.4	i
Cc1cc(NC(=O)CSCC(=O)N(C)Cc2c(F)cccc2Cl)no1	i	25	0.3	i
CCN(CC)S(=O)(=O)c1cccc(NC(=O)COC(=O)C2=COCCO2)c1	i	30	0.3	i
CCCCn1c(N)c(N(CCOC)C(=O)C2CCN(S(=O)(=O)c3ccc(C)cc3)CC2)c(=O)[nH]c1=O	i	12	0.8	i
CC(C(=O)NC1CCCCCC1)n1cc([N+](=O)[O-])cn1 (centres undefined)	i	18	0.4	i
FC(F)(F)c1cnc2c(c1)[nH]c(=S)n2-c1ccc(Cl)cc1	i	23	0.5	i
Cc1cc(Cl)ccc1NC(=O)COC(=O)c1cc([N+](=O)[O-])ccc1N1CCOCC1	i	24	0.4	i
O=C(COC(=O)c1ccco1)Nc1cccc(S(=O)(=O)N2CCCCC2)c1	i	34	1.0	i
COc1ccc(NC(=O)CN(C)C(=O)c2ccccc2SCC(=O)N2CCCC2)cc1	i	36	0.6	i
CC(C)C[C@H]1CNC(=O)C(=O)N1C[C@H](C)NC(=O)Cc1ccccc1	i	61	2.0	i
Cc1cccc(C)c1N=C1C(=O)Nc2ccccc21	i	48	0.1	i
Cc1ccc([C@@H]2CC=C(C(=O)O)[C@H](c3cccc(Cl)c3)N2S(=O)(=O)c2ccccc2C)cc1	i	12	0.9	i
CC(C)c1cccc(C(C)C)c1NC(=O)CCN1C(=O)NC2(CCCC2)C1=O	i	39	0.6	i
CCCCN1CC[C@H]2C=CC[C@@H](C(=O)N3CCOCC3)[C@H]2C1=O	i	44	1.2	i
CN(Cc1cccc(F)c1)C(=O)c1ccc(NS(=O)(=O)c2ccc3[nH]c(=O)[nH]c3c2)cc1	i	15	0.5	i
Cc1ccc(C(=O)NCC(=O)OCC(=O)N(CC(C)C)c2c(N)n(Cc3ccccc3)c(=O)[nH]c2=O)cc1C	i	17	1.9	i
CC(C)Oc1ccc(C(=O)NCC(=O)Nc2ccc3c(c2)CCC3)cc1	i	43	0.6	i
Cc1cnc(NC(=O)c2ccc(F)c(S(=O)(=O)N3CCOCC3)c2)s1	i	45	0.3	i
CCCn1c(N)c(C(=O)CN(C)CC(=O)Nc2ccccc2C(F)(F)F)c(=O)[nH]c1=O	i	32	0.4	i
Cc1ccnc(NC(=O)c2ccc(NS(=O)(=O)/C=C/c3ccccc3)cc2)c1	i	10	1.0	i
CCOc1cc(C(=O)OCc2cc(=O)n3c(C)csc3n2)ccc1OC	i	39	0.2	i
Cc1ccccc1-n1nnnc1SCC(=O)NNC(=O)c1ccc(NC(=O)CC#N)cc1	i	39	0.3	i
COC(=O)C1=C(C)NC(C)=C(C(=O)OC)C1C(=O)OCc1nnc(-c2ccccc2)o1	i	56	0.1	i
COC(=O)[C@H](C)NC(=O)c1cc2c(cn1)[nH]c1ccccc12	i	24	0.8	i
O=C(Oc1ccc(F)cc1)c1ccc2c(=O)n3c(nc2c1)CCC3	i	48	0.9	i
O=C(CSc1nc(=O)n2ccccc2n1)N1CCCCCC1	i	58	0.8	i
O=C(COc1ccc2ccc(=O)oc2c1)NC1CCS(=O)(=O)C1 (centres undefined)	i	40	0.4	i

6 compounds picked at random from the list so far:
Structure	Myeloid diff MLP	T cell HTS vesicle-bound %	Myeloid diff MLP GFP+ MAC1+ %	T cell HTS
COc1ccc(NC(=O)CN(C)C(=O)c2ccccc2SCC(=O)N2CCCC2)cc1	i	36	0.6	i
CC(C)c1cccc(C(C)C)c1NC(=O)CCN1C(=O)NC2(CCCC2)C1=O	i	39	0.6	i
Cc1ccc(C(=O)NCC(=O)OCC(=O)N(CC(C)C)c2c(N)n(Cc3ccccc3)c(=O)[nH]c2=O)cc1C	i	17	1.9	i
COC(=O)C1=C(C)NC(C)=C(C(=O)OC)C1C(=O)OCc1nnc(-c2ccccc2)o1	i	56	0.1	i
O=C(COC(=O)c1ccco1)Nc1cccc(S(=O)(=O)N2CCCCC2)c1	i	34	1.0	i
O=C(COc1ccc2ccc(=O)oc2c1)NC1CCS(=O)(=O)C1 (centres undefined)	i	40	0.4	i

(cont.)
Structure	Myeloid diff MLP	T cell HTS vesicle-bound %	Myeloid diff MLP GFP+ MAC1+ %	T cell HTS
Cc1cc2c(=O)n(C)c(SCC(=O)Nc3ccccc3C)nc2s1	i	53	1.2	i
COc1ccc(-c2noc3c2-c2nc(-c4ccccc4)sc2CC3)cc1	i	27	1.5	i
CCOc1ncccc1C(=O)OCC(=O)NCCc1ccc(S(N)(=O)=O)cc1	i	11	0.2	i
O=C(Nc1ccc(N2CCOCC2)cc1)c1ccc(Cl)c(S(=O)(=O)N2CCCCC2)c1	i	30	0.2	i
COc1cc(-c2noc(C)c2C(=O)NCCc2ccccc2)cc(OC)c1OC	i	12	2.5	i
Cc1cccc(NC(=O)c2cccc(C(=O)Nc3cccc(C)n3)c2)n1	i	46	1.0	i
CC(NS(=O)(=O)c1ccc(Cl)c(Cl)c1)C(=O)OCC(=O)N1CCCCCC1 (centres undefined)	i	36	0.8	i
Cc1cc(Cl)ccc1OCC(=O)NNC(=O)c1ccc(=O)[nH]c1	i	41	0.9	i
C=CCN1C(=O)c2ccc(C(=O)NCCOc3ccccc3F)cc2C1=O	i	58	0.4	i
CC(=O)N1CCN(CC(O)COc2ccc(S(=O)(=O)N3CCOCC3)cc2)CC1 (centres undefined)	i	36	0.3	i
O=C(CSc1nc(=O)n(CCCN2CCOCC2)c2c1CCCC2)Nc1cccc(Cl)c1	i	19	0.7	i
Cc1ccc(OCCNC(=O)CNC(=O)c2ccccc2Cl)cc1	i	40	1.3	i
Cc1ccc(N)cc1O	i	28	0.8	i
Cc1cccn2c(=O)nc(SCC(=O)NCc3ccc(F)cc3)nc12	i	50	1.3	i
COc1ccc(-c2c(C#CC(C)(C)O)c3ccccc3n2C)cc1	i	16	0.5	i
CN(C)S(=O)(=O)c1cccc(C(=O)N2CCN(C(=O)C3CCCO3)CC2)c1 (centres undefined)	i	29	0.4	i
CC(OC(=O)c1ccco1)C(=O)Nc1ccc(C(F)(F)F)cc1 (centres undefined)	i	5	1.1	i
COc1cc(-c2noc(C)c2C#Cc2ccccn2)cc(OC)c1OC	i	19	2.3	i
COc1ccc(C)cc1S(=O)(=O)NCC(c1ccco1)N1CCc2ccccc2C1 (centres undefined)	i	58	0.6	i
CCCN(CC(=O)Nc1ccccc1OC)C(=O)CN1C(=O)NC2(CCCCC2)C1=O	+	32	0.8*	i
Cc1nn(-c2ccccc2)c(C)c1/C=N/NC(=O)c1ccc(F)cc1	i	25	0.7	i
CCOC(=O)C1CCN(C(=O)c2ccc3c(c2)C(=O)N(c2ccccc2C)C3=O)CC1	i	50	0.5	i
COc1cc(/C=N/n2nnnc2N)cc(Cl)c1OC	i	24	0.0	i
CC(=O)N1c2ccccc2[C@H](C)[C@H]1C	i	32	0.7	i
NC(=O)CC(NC(=O)c1cccc(Br)c1)c1ccc(NC2CCC2)c([N+](=O)[O-])c1 (centres undefined)	i	44	1.4	i
COc1ccc(S(=O)(=O)N2CCCCCC2)cc1NC(=O)CCCOc1ccccc1	i	32	0.9	i
COC(=O)C1=C(C)N(Cc2ccccc2)C(=NCCc2c[nH]c3ccccc23)N[C@H]1c1ccccc1	i	23	0.6	i
O=C(NCc1ccncc1)c1ccc(S(=O)(=O)Nc2ccccc2)cc1	i	24	0.4	i
CC12CCC(=O)N1C(C(=O)Nc1cc(Cl)ccc1N1CCCC1)CS2 (centres undefined)	i	28	0.4	i
O=C(COC(=O)C12CC3CC(CC(C3)C1)C2)NCc1ccccc1	i	37	1.0	i

Next part:
Structure	Myeloid diff MLP	T cell HTS vesicle-bound %	Myeloid diff MLP GFP+ MAC1+ %	T cell HTS
Cc1ccc(C(=O)NC2CCN(CC(=O)Nc3ccccc3Cl)CC2)cc1	i	33	0.2	i
CC1(c2ccc3c(c2)OCCCO3)NC(=O)N(CC(=O)Nc2cccc(C#N)c2)C1=O (centres undefined)	i	39	0.4	i
Cc1cccc(C)c1NC(=O)CN(C)C(=O)CCC(=O)N1CCOCC1	i	36	0.9	i
COc1ccc(C2(c3ccc(OC)cc3)NC(=O)N(CC(=O)NC3(C#N)CCCC3)C2=O)cc1	i	29	2.0	i
CN(CC(=O)Nc1ccccc1Cl)C(=O)COC(=O)c1ccc(-c2ccc(O)cc2)cc1	i	6	0.8	i
